# From PubChem BioAssay
# Her2 expr inh – lowers expression of human Her2 kinase; P04626; SKBR-3 HER2 protein level, AlphaScreen, 18-24 h; active compounds read low; HER2 level % of control, % at 10 µM; actives 0.69% (n = 65,000); AID 645;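 active = HER2 level under 5% of the carrier-only control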;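 note: 100% = DMSO carrier and 0% = 500 nM PU-H71 HSP90 inhibitor; lower value means stronger loss of Her2 protein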
# Hsp90 inh – displaces geldanamycin probe from tumor Hsp90; inhibition, % at 30 µM; AID 429; P07900; actives 0.35% (n = 64,000); NCI-N417 lysate Hsp90, Cy3B-geldanamycin FP displacement;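 active = inhibition above 50%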;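 note: 0% = tracer plus lysate wells and 100% = tracer alone without lysate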
# Abs 340nm – absorbance at 340 nm. fold change at 10 µM. AID 708. compound absorbance at 340 nm, fold over control. 65,000 tested, under 10 active;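 active = at 10 µM dose, initial 340 nm absorbance at least 2 fold that of control wells; inactive = change under 2 fold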;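 note: initial absorbance extrapolated from kinetic A340 decline of NADH oxidation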
# PKA kinase inh – inhibitors of human protein kinase A. P17612. PKA Kemptide phosphorylation, Kinase-Glo ATP luminescence. inhibition, % at 6 µM. actives 0.1% (n = 65,000). AID 524;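 active = inhibition above the screen-wide mean inhibition plus 3 SD, cut at about 21% in these data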; note: many of its hits are not listed in these tables
# ROCK2 blocker – ROCK2 (human) kinase inhibition; O75116; purified ROCK2, Kinase-Glo ATP depletion luminescence; inhibition, % at 6 µM; actives 0.35% (n = 60,000); AID 604;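 active = inhibition above the screen-wide mean inhibition plus 3 SD, cut at about 18% in these data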;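 note: plate controls were DMSO wells for no effect and Y-27632 control wells after no-enzyme background subtraction for full effect; many of its hits are not listed in these tables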
# Cdc25B inh – human M-phase inducer phosphatase 2 inhibition; inhibition, %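 (compounds tested at 10 µM final in the well)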; P30305; actives 0.1% (n = 65,000); recombinant Cdc25B, OMFP fluorescence Ex485/Em525; in the data active = inhibition above about 50%
# Target sequence (P30305 whole entry, looked up): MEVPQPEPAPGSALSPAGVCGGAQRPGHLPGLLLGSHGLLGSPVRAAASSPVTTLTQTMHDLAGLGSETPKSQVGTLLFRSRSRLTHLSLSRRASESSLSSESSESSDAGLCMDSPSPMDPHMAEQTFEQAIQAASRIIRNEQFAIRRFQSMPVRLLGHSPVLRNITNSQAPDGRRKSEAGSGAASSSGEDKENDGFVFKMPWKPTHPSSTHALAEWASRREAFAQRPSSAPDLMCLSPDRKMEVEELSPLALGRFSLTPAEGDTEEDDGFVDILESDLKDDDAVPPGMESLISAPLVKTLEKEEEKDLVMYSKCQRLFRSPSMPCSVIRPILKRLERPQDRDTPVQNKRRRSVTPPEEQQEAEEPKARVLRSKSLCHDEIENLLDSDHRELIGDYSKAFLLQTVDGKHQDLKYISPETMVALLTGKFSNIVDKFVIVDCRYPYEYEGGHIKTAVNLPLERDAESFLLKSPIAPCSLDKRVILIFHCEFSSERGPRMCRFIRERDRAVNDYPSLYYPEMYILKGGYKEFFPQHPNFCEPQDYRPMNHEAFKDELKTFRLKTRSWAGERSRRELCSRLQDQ
# DUSP1 inh – human dual specificity phosphatase 1 inhibition; inhibition, %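 (compounds tested at a single concentration somewhere between 10 and 100 µM)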; actives 0.15% (n = 65,000); recombinant MKP-1, OMFP hydrolysis fluorescence; AID 374; P28562;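 active = inhibition above about 50%, limit read from the data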;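 note: 0% = DMSO max control wells and 100% = wells with enzyme stopped by NaOH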
# Autofluor 339 – intrinsic fluorescence of library compounds, ex339/em460 – biochemical, MLSMR library, data from DPM-DC assay, artefact control, profiling panel; compound autofluorescence, ex339/em460 nm, NADH buffer; active compounds read high; 1 = no-compound wells, NADH background; actives 5.5% (n = 65,000); fluorescence fold increase at 10 µM; AID 709;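 active = at 10 µM, mean starting fluorescence two-fold or more over control wells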;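 note: signal is the first read of a kinetic run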
# JNK3 blocker – blocks human JNK3 kinase activity; actives 0.61% (n = 60,000); AID 746; purified JNK3 kinase activity, HTS; inhibition, % at 8 µM; P53779; in the data active = inhibition above about 17%;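 note: 0% = DMSO and 100% = reference inhibitor; many of its hits are not listed in these tables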
# Target sequence (P53779 whole entry, looked up): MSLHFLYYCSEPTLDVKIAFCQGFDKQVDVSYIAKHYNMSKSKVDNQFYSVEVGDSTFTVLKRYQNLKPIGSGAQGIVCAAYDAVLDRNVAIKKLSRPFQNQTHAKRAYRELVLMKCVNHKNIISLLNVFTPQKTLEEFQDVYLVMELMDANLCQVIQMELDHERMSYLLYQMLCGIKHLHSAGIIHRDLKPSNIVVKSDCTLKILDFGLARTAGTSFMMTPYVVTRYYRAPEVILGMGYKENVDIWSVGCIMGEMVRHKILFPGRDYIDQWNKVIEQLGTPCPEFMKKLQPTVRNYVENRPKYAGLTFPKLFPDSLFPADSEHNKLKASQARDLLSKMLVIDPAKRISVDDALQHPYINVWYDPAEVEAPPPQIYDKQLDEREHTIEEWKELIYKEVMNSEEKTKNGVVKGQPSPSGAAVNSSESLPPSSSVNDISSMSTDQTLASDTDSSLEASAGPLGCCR
# Active calls of the source: *; nt = no result given. This is a subset; count on the stated rates, not on these rows.
compound	Her2 expr inh	Hsp90 inh	Abs 340nm	PKA kinase inh	ROCK2 blocker	Cdc25B inh	DUSP1 inh	Autofluor 339	JNK3 blocker
O=C(c1cccs1)N1CCC(c2nc(-c3ccc(S(=O)(=O)N4CCOCC4)cc3)no2)CC1	93	-2	1	-1	2	-16	20	1	1
O=c1c2ccccc2nc(SCc2cn3ccsc3n2)n1-c1ccc(F)cc1	76	-4	1	1	0	22	9	1	0
O=C(c1cccs1)N1CCCc2ccccc21	105	-2	1.1	6	5	-9	0	1	-5
Cc1cc(C)c(C#N)c(SCC(=O)Nc2ccc(S(=O)(=O)Nc3onc(C)c3C)cc2)n1	74	-1	1	4	2	-4	9	1.1	10
CC1CN(c2oc(Cc3cccc4ccccc34)nc2C#N)CC(C)O1 (stereo not drawn)	109	-2	0.96	7	2	-13	-11	1.1	0
CCOc1ccc(NC(=O)CCN2CCN(S(=O)(=O)c3cc(Cl)ccc3OC)CC2)cc1	95	-2	1	10	4	-11	11	1.1	5
Cn1c(/N=C/c2ccc3c(c2)OCO3)nc2ccccc21	87	1	1.1	3	9	4	8	2.1*	6
CCCC1CC(c2csc(N)n2)CCO1 (stereo not drawn)	107	0	1	1	-12	-1	7	1.1	-5
CCOC(=O)C1=C(C)NC2=C(C(=O)CCC2)C1c1ccsc1 (stereo not drawn)	88	-1	1.1	0	7	1	-1	2.5*	5
Cc1cc(NC(c2cccnc2)c2c(C)[nH]c3ccccc23)no1 (stereo not drawn)	149	-2	0.99	1	0	-11	1	1.1	4
CCc1cccc(C)c1NC(=O)c1ccoc1C	104	-5	1.1	-6	1	-6	7	1.1	-4
O=C(c1cc(-c2ccc(O)cc2)on1)N1CCc2ccccc2C1	98	-5	1.1	4	-6	-3	2	1.1	4
O=C(NCc1ccc2c(c1)OCO2)c1ccc(CS(=O)(=O)c2cccc(C(F)(F)F)c2)o1	139	-3	1	9	2	-7	22	1.1	-2
CC(C)(CSc1nncn1N)NS(=O)(=O)c1ccc(Cl)cc1	64	-4	1	10	6	0	-8	1.1	4
Cc1nnc(SCC(=O)NCc2cccs2)n1-c1ccccc1	92	-10	1	6	2	-4	-3	1.1	-1
COc1ccc(N2CCN(CC(=O)Nc3cc(C)on3)CC2)cc1	86	3	1	6	3	-2	23	1.1	6
CCc1cccc(C)c1NC(=O)CSc1nc2ccccc2n1CC(=O)N(C)C	91	-1	0.98	10	4	-6	9	1.2	2
Cc1nc2nc(C)c(CCC(=O)N3CCOCC3)c(C)n2n1	168	-5	1	12	8	-4	20	0.68	-2
Cc1ccc(S(=O)(=O)c2nc(-c3ccc(F)cc3)oc2SCC(=O)NCC2CCCO2)cc1 (stereo not drawn)	62	nt	1.1	0	nt	nt	nt	1.1	nt
CC1(C)NC(=O)N(CCCOc2ccc(Br)cc2Cl)C1=O	79	0	1	8	2	-8	11	0.99	-6
O=C(CSC1=NCCS1)Nc1ccnc2ccccc12	93	0	1	10	5	-5	-12	1.1	8
CCOC(=O)C(C)Sc1nnc(CNC(=O)c2ccc(OC)cc2)n1C1CCCCC1 (stereo not drawn)	101	-5	1	1	2	-5	34	1.1	2
O=C(NCCn1ccc2ccccc21)c1ccc(S(=O)(=O)N2CCCCC2)cc1	79	-4	1	4	3	-3	10	1	-2
O=C(O)CCCC(=O)N1CC(=O)Nc2ccccc21	74	-3	1	-2	0	-4	-1	1.1	-1
CCS(=O)(=O)N1CCN(c2ccccc2F)CC1	94	-4	1	6	3	-3	4	1	-9
O=C(N1CCOCC1)N1CCCN(C(=O)N2CCOCC2)CC1	97	-8	1	6	4	-1	-6	1.1	5
CC(=O)c1cccc(NC(=O)c2c(F)c(F)c(F)c(F)c2F)c1	80	-2	1.1	-3	-1	-6	-3	1.2	4
CCC(c1nnc(SCC(=O)Nc2nnc(-c3ccccc3)o2)n1Cc1ccccc1)N(C)C (stereo not drawn)	87	2	1	9	10	-1	41	1.1	-7
CC1=C(C(=O)OCc2ccc3c(c2)OCO3)C(c2ccc(F)cc2)NC(=O)N1 (stereo not drawn)	54	-1	0.99	13	17	0	26	1	4
CCCCC(=O)Nc1nc2ccc3nc(C)sc3c2s1	67	-6	1	11	6	-56	19	1.1	3
O=C(NCCC1=CCCCC1)C1CCN(S(=O)(=O)c2cccc3nonc23)CC1	62	-6	1.1	3	nt	-7	16	1	nt
CS(=O)(=O)N(CCc1ccccc1)CC(=O)N1CCCCC1	114	-5	1.1	1	3	-11	-4	1.1	3
O=C(NCc1ccc(N2CCCC2=O)cc1)Nc1cccc(Cl)c1	81	-2	1	7	3	-11	0	1.1	0
Cc1nc2sc(C(c3cccc(F)c3)N3CCCCC3)c(O)n2n1 (stereo not drawn)	87	4	1	4	6	4	2	1	3
O=C(CN(CC1CCCO1)S(=O)(=O)c1ccc(S(=O)(=O)NC2CC2)cc1)Nc1ccccc1 (stereo not drawn)	77	3	0.98	0	-1	-14	-4	1	5
CC1Cc2cc(/C(O)=C3/C(=O)C(=O)N(CCN4CCOCC4)C3c3cccc(Cl)c3)ccc2O1 (stereo not drawn)	113	-14	1.1	3	1	4	2	1	4
O=C1CN(c2ccc(Br)cc2)C(=O)N1CC(=O)N1CCCc2ccccc21	88	1	1	9	4	-8	-3	1.1	3
COc1ccc(-n2ncc3c(NCc4ccc5c(c4)OCO5)ncnc32)cc1	35	-2	0.97	10	5	7	-7	1.1	-2
CNC(=O)c1cc2c(s1)CCCCCC2	122	-2	1	7	3	3	8	1.1	-5
CCCc1nnc(NC(=O)CN2C(=O)C3C4C=CC(C4)C3C2=O)s1 (stereo not drawn)	53	0	1.1	10	4	-2	-2	1.1	4
CCOC(=O)c1ccc(NC(=O)CCc2c(C)nc3ncnn3c2C)cc1	95	-4	1	7	2	-19	4	1.1	-3
Cc1cc(Oc2ccc(Cl)cc2)nc(-c2ccccc2O)n1	129	2	1	7	nt	-16	-5	1.1	nt
O=C(NC1CCCC1)c1csc2c1CCCC2	92	-3	0.99	1	6	-7	5	1.2	-3
COc1ccccc1-c1nnc(SCC(=O)Nc2ccccc2)o1	94	-1	1	-2	1	-2	8	1.1	-6
CCN(CC)CCn1c(O)c(N=O)c2ccccc21	103	-2	1	1	-2	-7	-21	1.1	-2
O=C(NCC(c1cccnc1)N1CCN(c2ccc(F)cc2)CC1)OCc1ccccc1 (stereo not drawn)	75	-2	0.99	6	nt	-5	16	1	nt
CCOC(=O)c1cnn(-c2ncnc3sc4c(c23)CCC4)c1N	88	-2	1	0	0	-3	25	1.1	-10
CCC(=O)Nc1c2c(nn1-c1cccc(Cl)c1)CSC2	85	-3	1	6	3	-32	8	1	-3
CCCC1Cc2nc(N3CCCCC3)c(C#N)cc2CO1 (stereo not drawn)	105	-12	1	-2	-1	-4	9	3.6*	-4
COc1ccc(S(=O)(=O)NC2CCCCC2)cc1C	87	2	1	8	4	-7	-5	1.1	0

# Among those listed so far, 2 contain bromine:
compound	Her2 expr inh	Hsp90 inh	Abs 340nm	PKA kinase inh	ROCK2 blocker	Cdc25B inh	DUSP1 inh	Autofluor 339	JNK3 blocker
CC1(C)NC(=O)N(CCCOc2ccc(Br)cc2Cl)C1=O	79	0	1	8	2	-8	11	0.99	-6
O=C1CN(c2ccc(Br)cc2)C(=O)N1CC(=O)N1CCCc2ccccc21	88	1	1	9	4	-8	-3	1.1	3

# (further entries)
compound	Her2 expr inh	Hsp90 inh	Abs 340nm	PKA kinase inh	ROCK2 blocker	Cdc25B inh	DUSP1 inh	Autofluor 339	JNK3 blocker
O=C(CC(C(=O)O)C1CCCO1)Nc1cccc(C(F)(F)F)c1 (stereo not drawn)	82	-3	1	-7	-4	3	10	1.1	-7
COCCOC(=O)c1c(NC(=O)CN2CCOCC2)sc(C(N)=O)c1C	86	0	1	6	6	-2	11	1.1	-2
COC(=O)c1ccc(Oc2ccc3nnc(C)n3n2)cc1	92	-2	1	6	2	3	-5	1.2	-1
CCn1cnc2cc(NCc3cccc(OC)c3O)ccc21	94	3	1	1	2	-6	-5	1.3	-2
Fc1ccc(CSc2nnc(-c3cnccn3)n2Cc2ccco2)cc1	108	-4	1	6	-7	5	-7	1.1	1
Cc1ccc(C(=O)NCc2ccc3c(c2)OCO3)cc1S(=O)(=O)N1CCCCC1	71	-4	1	4	7	0	2	1.1	4
CCCCCNC(=O)c1ccc2c(=O)n(CC3CCCO3)c(=O)[nH]c2c1 (stereo not drawn)	113	-3	1.1	6	-6	-6	19	2*	6
COc1ccc(N2CCN(C3CC(=O)N(c4ccc5c(c4)OCCO5)C3=O)CC2)cc1 (stereo not drawn)	101	2	1	1	-7	5	12	1.1	-8
Cc1noc(NS(=O)(=O)c2ccc(NC(=O)CSc3nc4ccccc4[nH]3)cc2)c1C	104	-1	1	4	6	-5	14	1.1	-2
Cc1ccc(CN(Cc2cc3cccc(C)c3[nH]c2=O)C(=O)N(C)C)cc1	133	2	1	8	6	1	-3	1.4	6
Cc1noc(C)c1S(=O)(=O)N1CCN(C(c2ccccc2)c2ccc(Cl)cc2)CC1 (stereo not drawn)	105	-2	1.1	7	2	-4	-2	1.1	-5
O=C(COC(=O)CSCC(=O)N1CCCCC1)NCc1ccc(F)cc1	94	-1	0.98	11	9	7	0	1.1	0
Cn1ccnc1-c1nc2ccccc2[nH]c1=O	109	nt	1.1	7	nt	-19	-3	1.6	nt
COc1ccccc1CNc1nc2ccccc2n1CCN1CCCCC1	53	-3	1	-3	-2	1	-8	1.1	2
COc1cccc(C2NC(=O)NC(C)=C2C(=O)Nc2ccc(C)cc2)c1OC (stereo not drawn)	89	0	1	7	5	-9	11	1.1	0
CCCNS(=O)(=O)c1ccc(C(=O)NCC2CCCO2)cc1 (stereo not drawn)	89	0	1	6	-2	-10	-2	1.1	-7
CC(=O)c1cccc(NC(=O)Nc2ccc(C(=O)N3CCOCC3)cc2)c1	148	-3	1	6	-2	-5	6	1.1	-5
NC(=O)C1(N2CCCCC2)CCN(C(=O)c2ccccc2)CC1	82	-3	1.1	4	0	-5	-1	1.1	4
O=C(Nc1ccc(N2CCN(C(=O)c3ccccc3)CC2)cc1)c1ccc(Br)o1	80	-2	1.1	11	14	-15	8	1.1	6
Cc1cc(O)c(C2(C(F)(F)F)NCCNC2=O)cc1C (stereo not drawn)	84	-1	1	-1	-1	21	10	1	-3
O=c1cc(CO)oc(CN2CCN(c3ccccc3F)CC2)c1O	117	-1	1.1	10	2	1	3	1.1	-1
CCC(=O)N1CCc2cc(S(=O)(=O)NCCC(=O)N3CC=C(c4ccccc4)CC3)ccc21	104	-7	0.98	-3	nt	-3	36	1.1	nt
COc1cccc(Cn2cccc(NC(=O)NC3CCCCC3)c2=O)c1	86	-1	1	1	3	-1	14	1.7	-4
COc1ccc(CCNC(=O)CN(c2ccccc2OC)S(C)(=O)=O)cc1	107	-2	0.96	10	3	-20	-6	1.1	7
O=C1c2ccccc2C(O)N1Cc1ccccc1 (stereo not drawn)	112	-1	1	8	3	-7	-4	1	-2
Cc1ccccc1NCN1C(=O)C2C3C=CC(C3)C2C1=O (stereo not drawn)	120	1	1.1	10	6	-10	0	1.1	4
CCOc1ccc(-c2cc(CCCC(=O)NCCCOC)no2)cc1	125	-2	0.96	6	nt	-18	9	1.1	nt
COc1ccc(CCN(Cc2nc3ccccc3c(=O)[nH]2)C(=O)c2ccco2)cc1	86	-4	1	-1	-1	3	-7	1	6
CN(CC(=O)N1CC=C(c2ccccc2)CC1)S(=O)(=O)c1ccc2c(c1)c(=O)n(C)c(=O)n2C	nt	-2	1.1	1	-1	-1	16	1.1	-2
